Screening data from PubChem.
V1aR counter = agonists of human V1a receptor, primary screen, counter-screen for OXTR agonist project, fluorescence, CHO-V1R cells; Vasopressin V1a receptor (Homo sapiens), P37288; Fluo-8 calcium fluorescence, agonist mode; 0% DMSO, 100% 3 nM vasopressin; activation, % at 3 µM; hit rate 0.25% among 320,000;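 active means activation above the mean activation of all tested compounds plus 3 SD, per screening run, cut at about 20% in these data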;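 further: signal is peak over basal fluorescence ratio across a 100 second FLIPR read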
Target sequence (P37288 whole entry, looked up): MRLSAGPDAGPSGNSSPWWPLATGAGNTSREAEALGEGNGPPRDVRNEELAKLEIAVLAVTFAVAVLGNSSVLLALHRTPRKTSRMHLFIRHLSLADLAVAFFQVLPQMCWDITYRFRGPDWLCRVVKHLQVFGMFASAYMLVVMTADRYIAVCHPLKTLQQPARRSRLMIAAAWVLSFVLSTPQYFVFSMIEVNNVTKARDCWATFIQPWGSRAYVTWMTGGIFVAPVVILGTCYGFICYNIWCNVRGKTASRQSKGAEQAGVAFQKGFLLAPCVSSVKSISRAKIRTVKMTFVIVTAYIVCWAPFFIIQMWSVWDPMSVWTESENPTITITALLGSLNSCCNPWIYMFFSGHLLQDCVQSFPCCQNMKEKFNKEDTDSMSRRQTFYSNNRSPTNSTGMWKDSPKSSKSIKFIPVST
CHO parental Ca = ATP-evoked calcium signal inhibitors, parental CHO, primary screen, counter-screen for OX1R antagonist project, cell-based, fluorescence, Fluo-8 calcium dye; hit rate 0.63% among 330,000; AID 463079, 2010; parental CHO-K1, ATP-induced calcium, Fluo-8 fluorescence; inhibition, % at 5.6 µM;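 active means inhibition above that plate's mean sample inhibition plus 3 SD, cut at about 26% in these data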;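 further: 0% = ATP-challenged DMSO wells and 100% = DMSO wells without ATP; some compounds past the cut are filed as inactive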
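test system = CHO parental line | reagent = ATP stimulus | measured by = intracellular calcium via Fluo-8 no-wash fluorescent dye | control set = ATP and no-ATP DMSO wells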
M1 antag = human M1 muscarinic receptor antagonists, primary screen, CHO-K1 cells, Fluo-8 calcium fluorescence, 1536-well | Muscarinic acetylcholine receptor M1 (Homo sapiens), P11229 | CHO-K1 hM1, ACh EC80 antagonist | inhibition, % at 3 µM | hit rate 1.3% among 360,000 | AID 588852, 2011;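 active means percent inhibition above its own plate's cutoff, namely the mean of that plate's compound wells plus 3 SD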;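 further: peak over basal fluorescence ratio during 140 s after agonist addition; 0% = ACh EC80 plus DMSO and 100% = DMSO alone without agonist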
M1 ag = human M1 muscarinic receptor agonists, primary screen, Fluo-8 calcium fluorescence, CHO-K1 cells, HTS; Muscarinic acetylcholine receptor M1 (Homo sapiens), P11229; CHO-K1 hM1, agonist mode; 0% DMSO, 100% acetylcholine EC100; activation, % at 3 µM; hit rate 0.33% among 360,000;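 active means activation above the run's mean compound activation plus 3 SD, cut at about 16% in these data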;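 further: peak over basal fluorescence ratio within a 140 s kinetic read after compound addition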
OXTR agonist = human OXTR agonists, primary screen, fluorescence, CHO-OTR cells, Fluo-8 calcium; Oxytocin receptor (Homo sapiens), P30559; Fluo-8 calcium fluorescence; normalized: DMSO 0%, oxytocin 100%; activation, % at 3 µM; hit rate 0.32% among 320,000; AID 2435, 2010;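 active means activation above the mean of all tested compounds plus 3 SD, cutoff set per screening run, cut at about 20% in these data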;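 further: peak over basal fluorescence ratio from a 100 s FLIPR kinetic read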
Target sequence (P30559 whole entry, looked up): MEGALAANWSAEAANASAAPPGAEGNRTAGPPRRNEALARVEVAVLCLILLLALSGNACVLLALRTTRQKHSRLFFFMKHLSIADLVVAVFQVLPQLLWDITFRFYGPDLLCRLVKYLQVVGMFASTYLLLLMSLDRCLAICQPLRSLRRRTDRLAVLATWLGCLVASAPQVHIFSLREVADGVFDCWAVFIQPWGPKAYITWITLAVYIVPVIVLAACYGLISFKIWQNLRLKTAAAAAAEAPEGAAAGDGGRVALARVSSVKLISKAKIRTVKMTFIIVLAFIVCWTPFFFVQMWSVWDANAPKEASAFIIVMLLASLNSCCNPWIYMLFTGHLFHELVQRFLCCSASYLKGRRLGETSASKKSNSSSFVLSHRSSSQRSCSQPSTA
TAAR1 agonist = human TAAR1 agonists, primary screen, Fluo-8 calcium fluorescence, CHO RD-HGA16 cells; activation, % at 3 µM; Trace amine-associated receptor 1 (Homo sapiens), Q96RJ0; hit rate 0.99% among 360,000; vehicle wells 0%, saturating PEA agonist 100%;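 active means activation above the mean activation of all test compounds in the run plus 3 SD, cut at about 38% in these data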
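System: CHO RD-HGA16 cells carrying human TAAR1 plus Gα16; Incubation: 17-24 h seeding, 75 min 37 °C dye, 30 min RT; Measured by: Fluo-8 fluorescence, 5 s baseline then 140 s kinetic read; Control set: DMSO and PEA EC100; Replication: single well for each compound.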
TAAR1 antagonist = human TAAR1 antagonists, primary screen, Fluo-8 calcium fluorescence, CHO RD-HGA16 cells. antagonist. inhibition, % at 3 µM. hit rate 1.5% among 360,000. AID 624466, 2012;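 active means inhibition above a per-plate cutoff, the mean inhibition of test compounds on that plate plus 3 SD, cut at about 49% in these data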;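 further: 0% = DMSO plus EC80 beta-PEA response and 100% = DMSO alone without agonist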
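Assay system: CHO-derived RD-HGA16 cells stably expressing human TAAR1 plus Gα16. Timing: 140 s kinetic read after compound, 140 s after agonist. Technique: kinetic Fluo-8 calcium fluorescence measurement. Measure: % inhibition of agonist calcium response.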
CHRM1 PAM = human M1 muscarinic receptor positive allosteric modulators, primary screen, CHO-K1 cells, Fluo-8 calcium fluorescence, 1536-well. AID 588819, 2011. activation, % at 3 µM. hit rate 0.088% among 360,000. CHO-K1 hM1, ACh EC20; 0% = ACh EC20, 100% = maximal ACh; in the data active means activation above about 19%, passing the limit was not always enough
OXTR potentiator = human OXTR potentiators, primary screen, fluorescence, CHO-OTR cells, Fluo-8 calcium | Oxytocin receptor (Homo sapiens), P30559 | Fluo-8 calcium fluorescence, potentiator mode; 0% = oxytocin EC15, 100% = EC100 | activation, % at 3 µM | hit rate 0.061% among 320,000;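 active means activation above that plate's cutoff, the mean activation of tested compounds plus 3 SD, cut at about 6.6% in these data, passing the limit was not always enough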;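 further: 100% uses oxytocin at 75 nM as the full agonist control; some results filed as inactive read as strong as hits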
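System: human OTR in CHO cells; Also added: sub-maximal oxytocin, roughly EC15; Timing: compound 6 min at room temperature before oxytocin, 100 s read; Technique: Fluo-8 intracellular calcium fluorescence, ex 470-495, em 515-575 nm; Controls: oxytocin EC15 low and EC100 high; Replication: singlicate.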
* marks the source's active call; other numbers are inactive results; x = no result given. Rows were taken by chance; 3.7% or so of the library scored in one or more.

SMILES	V1aR counter	CHO parental Ca	M1 antag	M1 ag	OXTR agonist	TAAR1 agonist	TAAR1 antagonist	CHRM1 PAM	OXTR potentiator
NC(COCc1ccccc1)c1csc(Nc2ccc(C(=O)c3ccccc3)cc2)n1 (stereo not drawn)	x	x	-1	7	x	50*	43	0	x
CSc1ccc(CN2CCC(C)(Oc3cccc(C#N)c3)C2)cc1 (stereo not drawn)	x	x	36*	-9	x	-1	7	-29	x
COCC(=O)Nc1ccc(N2CCOCC2)c(S(=O)(=O)Nc2ccc(OC)cc2)c1	0.8	-7	0	-3	1.0	7	-19	4	-4
CC[n+]1c(P(=O)([O-])c2ccccc2)[nH]c2ccccc21	1.8	-7	-6	-2	0.3	3	6	5	-2
CSCC[C@@H](C(=O)NCc1cccs1)N1Cc2ccccc2C1=O	-0.1	-22	1	-8	-0.1	4	2	-2	-5
CCNC(=S)NNc1nc(N2CCCCC2)nc(N2CCOCC2)n1	1.0	-23	-7	-8	-1.1	2	-2	7	-8
COc1ccc(S(=O)(=O)N2CCCCC2)cc1NC(=O)Cc1cccs1	1.3	-13	-8	4	-0.7	23	-19	19	-5
CCOC(=O)C(NC(=O)c1ccc(Cl)cc1Cl)(Nc1ccc(C)cc1)C(F)(F)F (stereo not drawn)	0.6	-12	-4	-3	0.0	3	-1	4	-11
CC(C)NC(=O)CSc1c2c(nc3ccccc13)CCCC2	0.9	-16	-2	-6	-0.9	6	-16	-4	-1
O=C(c1ccccc1)N1CCC(O)(c2cccnc2)CC1	6.2	-2	-20	-2	-0.8	12	-2	3	-6
N#C/C(=C\c1ccc(N2CCCC2)c([N+](=O)[O-])c1)c1nc2ccccc2[nH]1	0.5	-11	1	-4	2.1	6	5	-4	-4
CCCCN(CCCC)CCCNC(=O)C1CC(c2ccc(C(F)(F)F)cc2)=NO1 (stereo not drawn)	0.9	-33	3	-11	1.3	4	-8	-2	11
COc1ccc(OC(=O)c2cc(S(=O)(=O)N3CCCC3)ccc2Cl)cc1	0.8	-21	2	-5	0.6	4	22	0	-9
O=C(CNC(=O)c1cccc(F)c1)NC1CC1	0.5	-6	-15	1	0.4	1	-10	-6	-1
COC(=O)c1c(C)oc(C)c1S(=O)(=O)N1CCOCC1	-0.6	-5	-18	-1	0.9	1	-10	14	3
CCOC(=O)C1C(=O)C(C(C)=O)C(=O)CC1CC(C)SCC (stereo not drawn)	-1.2	-18	-41	5	0.2	9	0	14	0
CNC(=O)c1ccsc1NC(=O)c1ccc(Cl)s1	1.7	-9	9	-5	1.7	1	13	-5	-8
COc1cc(CNC2CCCC2)cc(Br)c1OCC(=O)Nc1ccccc1C	5.0	-30	-21	-5	8.7	3	-31	7	-4
COC(=O)C(NC(C)=O)(Nc1ccc(Br)cc1)C(=O)OC	-0.3	-3	-4	-2	1.1	4	-12	2	-3
O=C(Nc1ccc(F)cc1F)C1CCN(S(=O)(=O)c2cccnc2)CC1	-0.4	-12	-3	-2	0.5	1	-4	5	-6
COc1cc2c(cc1OC)C(CNC(=O)C=Cc1cc(OC)c(OC)c(OC)c1)C2 (stereo not drawn)	x	x	-6	-1	x	2	-12	10	x
Cn1c(SCC(=O)NC2CC2)nnc1-c1cccc(NC(=O)c2ccccc2F)c1	0.3	-1	-7	-2	0.1	2	1	9	-8
CC1CCC(C(C)C)C(=O)/C1=C\c1ccc(NC(=O)CCC(=O)O)cc1 (stereo not drawn)	1.1	13	9	-4	0.3	0	-6	-5	-7
CC(C)c1cc(C(=O)Nc2cc(Cl)ccc2O)no1	-0.6	-9	15	-6	-0.5	0	17	-10	-8
CCn1c(CN2CCN(C(c3ccccc3)c3ccccc3)CC2)nc2c1c(=O)n(C)c(=O)n2C	-0.8	-31	-18	-9	-1.4	x	x	9	-6
COc1cccc(C=CC(=O)C=CC=Cc2ccccc2)c1	x	x	-3	0	x	8	-24	2	x
COc1nc(NC2CCCCC2)nc(N2CCCCCC2)n1	-0.9	-19	5	-6	-0.9	17	-22	-4	-8
COc1ccc(Cl)cc1C(=O)Nc1cc(=O)n(C)c(=O)n1C	0.3	-14	16	-4	-0.8	0	-7	-7	-6
Cc1ccc2nc(NS(=O)(=O)c3cn(C)nc3C)sc2c1	6.0	-8	0	-3	0.4	2	-26	3	4
C[C@@H]1CN(Cc2nnnn2CC(=O)NCCCn2cccn2)C[C@H](C)O1	x	x	-16	3	x	1	-10	15	x
Cc1cc(=O)n(C)c(=O)n1CCCCCCOc1cccc([N+](=O)[O-])c1	8.5	0	15	-4	11	6	5	-15	-15
O=c1c2ccccc2nc(COc2ccccc2)n1/N=C/c1ccco1	-1.1	-35	0	-1	-1.6	9	38	-1	-26
O=C(Cc1ccccc1)NC(NCCc1ccccc1)C(Cl)(Cl)Cl (stereo not drawn)	3.1	-5	2	-4	-0.7	44*	9	0	-24
O=C(CSc1nc(O)c(Cc2ccccc2F)c(=O)[nH]1)N1CCCCCC1	0.1	-4	-10	0	-0.1	3	-4	8	1
Cc1ccc(OCC(=O)N/N=C2/SCC(=O)N2Cc2ccccc2)cc1	0.1	-9	-6	-2	-2.8	8	-20	1	-10
CC1(C)C2CCC1(C)C(OC(=O)CCn1ccnc1)C2 (stereo not drawn)	-0.2	-14	0	-3	-0.1	3	-8	-3	-10
COC(=O)CN1C(=O)C2(C(C#N)=C(N)Oc3cc(C)oc(=O)c32)c2ccccc21 (stereo not drawn)	-0.1	-14	10	-1	0.3	13	2	-6	-10
CCOc1ccc(C(=O)Nc2cc(-c3nc4ccccc4[nH]3)ccc2C)cc1[N+](=O)[O-]	0.4	-29	-51	-4	-0.1	7	28	0	-12
O=[N+]([O-])c1ccc2nc(SCc3cn4ccccc4n3)[nH]c2c1	2.4	-13	-15	-8	-0.6	0	3	12	-6
O=C(CCN1CCc2ccccc2C(c2ccccc2)C1)c1ccc2c(c1)OCCO2 (stereo not drawn)	0.7	-23	1	-5	0.7	73*	52*	-2	-3
CC1Nc2ncnc(N3CCc4ccccc4C3)c2N(Cc2ccccc2)C1=O (stereo not drawn)	x	x	-6	-10	x	39*	-10	1	x
Cc1cc(-c2nnc(SCC(=O)Nc3c(C)cccc3C)n2N)n[nH]1	0.1	-3	x	x	0.9	1	-1	x	0
CS/C(N)=N/S(=O)(=O)c1ccc(NC(C)=O)cc1	-0.5	7	-8	-2	-0.9	-1	6	5	-17
CCOC(=O)N/N=C/c1ccc(F)cc1	-0.2	7	-10	-4	-0.8	9	-1	0	-4
O=C(NNC(=O)c1ccc(Br)s1)c1csc(N2CCOCC2)n1	-0.1	-4	1	-5	-0.7	14	1	-2	-3
